USP1 inh – Inhibitors of USP1/UAF1: Primary Screen | Ubiquitin carboxyl-terminal hydrolase 1 (Homo sapiens), O94782 | recombinant USP1/UAF1, Ub-Rhodamine cleavage fluorescence | Potency, µM (doses to about 57.1 µM), for inactives: at the highest dose activity change, negative = inhibition, most hits filed as inhibitors | 0.23% of 390,000 active; note: potency is the fitted concentration of half-maximal effect; % is set by controls: 0 for no effect and ±100 for the full control effect; nearly all actives have a fitted effect of over 60% in size; inactives centre near -12
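USP1/UAF1 complex (1 nM) preincubated 15 min at room temperature with compound, then Ub-Rho substrate (150 nM final) added. Kinetic fluorescence at 480/540 nm over 6 reads at 60 s intervals; 50 mM HEPES pH 7.8, 0.5 mM EDTA, 0.1 mg/ml BSA, 1 mM TCEP, 0.01% Tween-20.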
Pin1 inhibitor – qHTS Assay to Find Inhibitors of Pin1. Peptidyl-prolyl cis-trans isomerase NIMA-interacting 1 (Homo sapiens), Q13526. Pin1 FP peptide displacement, HiFluor488, 10 min. Potency, µM (doses to about 115 µM), for the others: at the top dose activity, negative = inhibition, hits mostly inhibitors. 0.009% of 390,000 active. AID 504891, 2011; active = well fitted inhibition curve with a large enough effect in the polarisation, with a control signal flat, not every such curve was filed as active; inconclusive = small, poorly fitted or top-dose-only effect, or effect the other way, or a change in a side signal; inactive = no such curve, though single readings can be large or run the other way; the % refers to the polarisation; note: potency is the fitted concentration of half-maximal effect; % is set by controls: 0 for no effect and ±100 for the full control effect
Target sequence (Q13526 whole entry, looked up): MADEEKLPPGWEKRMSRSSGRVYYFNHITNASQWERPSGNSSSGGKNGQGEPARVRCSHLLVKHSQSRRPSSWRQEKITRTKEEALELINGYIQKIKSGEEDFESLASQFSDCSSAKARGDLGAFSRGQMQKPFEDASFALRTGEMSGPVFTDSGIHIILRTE
HP1b chromo inh – HTS for Inhibitors of HP1-beta Chromodomain Interactions with Methylated Histone Tails; Chromobox protein homolog 1 (Homo sapiens), P83916; AlphaScreen HP1-beta / biotin-H3K9me3 peptide binding; Potency, µM (highest dose often 114 µM), without a hit: at the highest dose activity change, negative = inhibition, usual class: inhibitors; 0.56% of 390,000 active; note: potency is the fitted concentration of half-maximal effect; nearly all actives have a fitted effect of over 70% in size; inactives centre near 23
Target sequence (P83916 whole entry, looked up): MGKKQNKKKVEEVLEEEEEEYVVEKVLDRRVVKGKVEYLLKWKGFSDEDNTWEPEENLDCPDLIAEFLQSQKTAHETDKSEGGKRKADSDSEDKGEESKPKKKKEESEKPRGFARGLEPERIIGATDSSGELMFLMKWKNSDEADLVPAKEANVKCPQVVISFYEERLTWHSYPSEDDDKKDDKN
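Compound inhibition of the preformed complex between 50 nM HP1-beta and 50 nM biotinylated H3K9me3 peptide was read by AlphaScreen. Buffer was PBS pH 7.4 with 0.01% Tween-20. Incubations ran 30 min at room temperature, with 10 ug/mL donor/acceptor beads.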
IDH1 R132H inh – qHTS for Inhibitors of mutant isocitrate dehydrogenase 1 (IDH1): qHTS | Isocitrate dehydrogenase [NADP] cytoplasmic (Homo sapiens), O75874 | Potency, µM (doses to about 76.6 µM), without a hit: at the highest dose activity change, negative = inhibition, actives largely listed as inhibitors | IDH1-R132H enzyme, NADPH consumption, diaphorase/resazurin fluorescence | 0.093% of 390,000 active; note: potency is the fitted concentration of half-maximal effect; % is set by controls: 0 for no effect and ±100 for the full control effect; nearly all actives have a fitted effect of over 65% in size
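IDH1-R132H (0.5 ug/mL) preincubated 30 min with compound, then NADPH (0.016 mM) and alpha-KG (2 mM) added; 80 min at RT, pH 7.5. Remaining NADPH coupled via diaphorase/resazurin to fluorescence (540/590 nm); concentration-response curves normalized to no-enzyme control.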
TrxR1 substrate – qHTS Assay for Substrates of Mammalian Selenoprotein Thioredoxin Reductase 1 (TrxR1): qHTS | Thioredoxin reductase 1, cytoplasmic (Rattus norvegicus), O89049 | purified TrxR1 substrate turnover, NADPH consumption readout | Potency, µM (top dose mostly 114 µM), for the others: top-dose activity change, negative = substrate turnover | 0.01% of 390,000 active; note: potency is the fitted concentration of half-maximal effect; % is set by controls: 0 for no effect and ±100 for the full control effect; nearly all actives have a fitted effect of over 50% in size
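Rat TrxR1, dispensed at 90 nM, was prereduced with 400 uM NADPH (final) for 5 min at ~22 deg C, then incubated with compound 15 min before 400 uM selenite. A first-read NADPH fluorescence drop versus no-compound background flagged substrates.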
GLS inhibitor – qHTS for Inhibitors of Glutaminase (GLS) | AID 624170, 2012 | Glutaminase kidney isoform, mitochondrial (Homo sapiens), O94925 | 0.21% of 410,000 active | Potency, µM (top dose mostly 45.5 µM), for inactives: at the highest dose activity change, negative = inhibition, usual class: inhibitors | GLS enzymatic activity, qHTS titration; note: potency is the fitted concentration of half-maximal effect; % is set by controls: 0 for no effect and ±100 for the full control effect
Target sequence (O94925 whole entry, looked up, canonical isoform): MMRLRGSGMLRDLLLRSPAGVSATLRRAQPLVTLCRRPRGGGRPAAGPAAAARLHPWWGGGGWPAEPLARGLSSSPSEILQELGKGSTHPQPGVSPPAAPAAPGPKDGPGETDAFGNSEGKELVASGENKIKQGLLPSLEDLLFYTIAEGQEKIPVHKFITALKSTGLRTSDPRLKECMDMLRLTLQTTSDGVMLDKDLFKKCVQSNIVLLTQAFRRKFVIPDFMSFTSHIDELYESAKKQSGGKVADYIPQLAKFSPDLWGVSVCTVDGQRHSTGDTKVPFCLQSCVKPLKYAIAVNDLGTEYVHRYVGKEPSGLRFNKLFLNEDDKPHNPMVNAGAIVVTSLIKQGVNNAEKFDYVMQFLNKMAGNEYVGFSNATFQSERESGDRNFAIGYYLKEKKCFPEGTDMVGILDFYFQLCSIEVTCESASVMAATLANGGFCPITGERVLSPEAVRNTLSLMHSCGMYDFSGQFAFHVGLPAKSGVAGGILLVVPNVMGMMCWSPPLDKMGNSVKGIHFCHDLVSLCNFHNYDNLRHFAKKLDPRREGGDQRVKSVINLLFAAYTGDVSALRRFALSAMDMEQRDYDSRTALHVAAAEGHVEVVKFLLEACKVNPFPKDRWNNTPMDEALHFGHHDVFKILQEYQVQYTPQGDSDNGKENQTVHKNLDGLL
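Glutamate formation by hKGA was monitored fluorometrically using coupled glutamate oxidase, HRP and Amplex Red. Substrate was added as 1 mM L-glutamine solution; incubation was 30 min at RT after an initial read.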
PGK inhibitor – qHTS Assay to Find Inhibitors of Phosphoglycerate Kinase | Phosphoglycerate kinase, glycosomal (Trypanosoma brucei brucei), P07378 | PGK/GAPDH coupled, Kinase-Glo luminescence, 60 min | Potency, µM (titrated, usually from 57.5 µM), without a hit: at the highest dose activity change, negative = inhibition, actives largely listed as inhibitors | 0.043% of 380,000 active; note: potency is the fitted concentration of half-maximal effect; % is set by controls: 0 for no effect and ±100 for the full control effect; nearly all actives have a fitted effect of over 60% in size
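Recombinant glycosomal PGK reaction used 1,3-bisphosphoglycerate generated in-well by GAPDH (100nM final) in 100mM TEA pH 7.6, 5mM MgCl2, 0.01% Tween-20. After 60 minutes at room temperature, ATP was read by Kinase-Glo Plus luminescence end-point.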
PI4K2A inh – qHTS for small molecular inhibitors of PI4K2A; Phosphatidylinositol 4-kinase type 2-alpha (Homo sapiens), Q9BTU6; purified PI4K2A, ADP-Glo luminescence, 1 h; hits give low values; activity change, negative = inhibition, % at 76.9 µM; 0.13% of 420,000 active; AID 1346378, 2018; in the data active = activity change below about -50%; inconclusive = mostly about -30% to -49%;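 note: -100% = wells without enzyme as full effect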
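PI4K2A activity was measured by ADP-Glo luminescence: enzyme (4 ug/mL stock) and phosphatidylinositol (1.2 mM stock) in Tris pH 7.5/MgCl2/EGTA/Triton X-100 buffer were reacted with ATP (300 microM stock) for one hour at ambient temperature.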
rTrxR1 inhibitor – qHTS Assay for Inhibitors of Mammalian Selenoprotein Thioredoxin Reductase 1 (TrxR1): qHTS; Thioredoxin reductase 1, cytoplasmic (Rattus norvegicus), O89049; recombinant rTrxR1, NADPH fluorescence consumption, selenite substrate; Potency, µM (titrated, usually from 114 µM), for the others: at the top dose activity change, negative = inhibition, hits mostly inhibitors; 1% of 390,000 active; note: potency is the fitted concentration of half-maximal effect; % is set by controls: 0 for no effect and ±100 for the full control effect; nearly all actives have a fitted effect of over 65% in size
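Rat TrxR1 (90 nM in the dispensed reagent) was pre-reduced with 400 uM NADPH for 5 min at room temperature, then incubated with compound for 15 min. After 400 uM selenite was added, NADPH fluorescence (Ex 340/Em 450 nm) was followed for 8 min.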
* marks the source's active call; other numbers are inactive results; i = inactive; u = inconclusive; x = no result given; & = joins results of further samples; [ ] = dose if it differs, or a comment. Unless noted, calls come from the whole dose curve; as a rule, active = well fitted curve in the direction sought with a large enough effect; inconclusive = small, poorly fitted or top-dose-only effect, or another doubt; inactive = no such curve, though single readings can be large; an effect the other way counts as inactive or inconclusive. These rows are one share of the data. The share of hits here may be higher or lower than overall.

Every second line gives: USP1 inh | Pin1 inhibitor | HP1b chromo inh | IDH1 R132H inh | TrxR1 substrate | GLS inhibitor | PGK inhibitor | PI4K2A inh | rTrxR1 inhibitor
> CC1=NN(c2ccc(Br)cc2)C(=O)/C1=C/c1cccs1
 : -14% | -3% | -53% | 2% | 10%[57.1 µM] | -2% | -2% | u | 1%[57.1 µM]
> COc1ccc(C(=O)NCCS(=O)(=O)NCc2ccco2)cc1
 : -10% | -15% | 28% | 6% | 4% | -4% | -10% | -7 | u
> COC(=O)Cc1ccc(NC(=O)c2ccc3c(c2)C(=O)N(Cc2ccco2)C3=O)cc1
 : -10% | -1% | 30% | 5% | 4% | -2% | 4% | 3 | 6%
> CCCCNC(=O)C(Cc1ccccc1)NS(=O)(=O)c1ccc2c(c1)c(=O)n(C)c(=O)n2C (centres undefined)
 : -17%&-24% | -12%&2% | 28%&38% | 6%&12% | 20%&0% | 3%&-5% | -5%&-7% | -4&2 | 59%&11%[activator]
> CN(C)c1ccc(CNc2nc3ccccc3n2C)cc1
 : -16% | x | x | -3% | x | 25% | -26% | u | x
> Cc1ccc(S(=O)(=O)N2CCN(c3ccccn3)CC2)cc1
 : -22% | 1% | 29% | 8% | -3% | -16% | -7% | 3 | -3%
> Cc1ccccc1N=C(NO)c1cccnc1
 : -9% | -4% | 20% | -10% | 3% | 33%[activator] | -1% | -4 | 9%
> Cc1cc(C)c(S(=O)(=O)c2ccccc2)c(Cl)n1
 : -13% | -2% | 24% | 11% | -6% | -21% | -1% | 5 | 9%[57.1 µM]
> Cc1ccc(O)c(-c2cc(C(=O)NCc3ccccc3)[nH]n2)c1
 : -10% | 2% | 48%[activator] | 3% | -2%[57.1 µM] | -20% | -5% | -3 | -6%[57.1 µM]
> CSCCC(NC(=O)C1CCC(C)CC1)C(=O)NCCN1CCC(C)CC1 (centres undefined)
 : -19% | -3% | 38% | 0% | 4% | -7% | -10% | 11 | 19%
> CCOC(=O)c1c(NC(=O)Cc2coc3cc(C)ccc23)sc2c1CCCC2
 : -1% | 23% | 27% | -14% | -2% | -18% | 17% | -2 | -2%
> O=C(CSC1CC(=O)N(CCc2ccccc2)C1=O)Nc1ccc(Cl)cc1 (centres undefined)
 : -16% | 5% | 56%[activator] | 2% | -10% | 0% | 1% | 0 | -3%
> CCc1c(C(=O)NCc2cnn(C)c2)csc1C
 : -10% | 0% | 34% | 0% | 4% | -6% | -4% | 2 | 12%[57.1 µM]
> CCNCC(O)COCC(O)CNCC (centres undefined)
 : -9% | 1% | 32% | 0% | 11%[57.1 µM] | 7% | 6% | 3 | u
> COc1ccc(C(=O)N/N=C(/C)c2ccc(N3CCCCC3)cc2)cc1
 : -6% | 2% | 8% | 5% | 15%[57.1 µM] | u | -4% | 5 | -4%[57.1 µM]
> COc1ccc(/C=N/Nc2nc(-c3cccc(S(=O)(=O)N4CCCC4)c3)cs2)cc1OC
 : -6% | -3% | 18% | 2% | -5% | -4% | 8% | 5 | -13%
> Cc1ccc2[nH]c(=O)c3cc(C(=O)N(C)C4CCCCC4)sc3c2c1
 : -16% | 10% | 41%[activator] | 4% | 10% | 3% | -7% | 2 | 32%
> Cc1cc(S(=O)(=O)N2CCCC2)ccc1OCC(=O)NC1CCCC1
 : -14% | 0% | 19%[57 µM] | 4% | 2% | 15% | -6% | 1 | 15%
> O=C(CSc1nnc(CNC(=O)c2cccc(F)c2)n1-c1ccccc1)Nc1ccccc1F
 : 15% | -6% | 23% | 20% | 3% | 0% | -2% | 2 | 24%
> COc1ccc(Cn2c(SCc3ccc(C(=O)NC4CCCC4)cc3)nc3cccnc32)cc1
 : -18% | 5% | 23% | -6% | 8% | 13% | -4% | -8 | 1%
> CCCCn1c(N)c(N(CC(C)C)C(=O)COc2cc(C)ccc2Cl)c(=O)[nH]c1=O
 : 1% | -2% | 18% | 1% | -2% | 3% | -2% | -6 | 9%
> CC(=O)c1ccc(NC(=O)Cn2nc(C)cc2C)cc1
 : -20% | -7% | 48%[activator] | -5% | 1% | -6% | -2% | 0 | 16%
> CC(CN(C)Cc1ccccc1)OC(=O)c1ccc2c(c1)OCCO2 (centres undefined)
 : -15% | -1% | 99%[activator] | 0% | 26%[57.1 µM] | 9% | i | 3 | 21%[57.1 µM]
> CC(OC(=O)CCC(=O)N1CCN(S(=O)(=O)c2ccc3ccccc3c2)CC1)C(=O)NC(N)=O (centres undefined)
 : -10% | 2% | 15% | -13% | -6% | -6% | 3% | 4 | 3%
> CC1Cc2ccccc2N1Cc1cc(=O)c(OCC(=O)NCCc2ccccc2)co1 (centres undefined)
 : -3% | -3% | 3% | -3% | -3% | 29% | -3% | -2 | -4%
> COc1cccc(NC(=O)NC(=O)c2c(C)cc(Cl)nc2Cl)c1
 : -20% | 2% | 28% | 8% | -4% | -15% | i | -4 | 8%
> COc1ccc(NC(=S)N2CCCC2)cc1
 : -19% | -9% | 23% | -2% | 1% | 21% | i | -1 | 18%[57.1 µM]
> COc1ccccc1Nc1sc(C(=O)c2ccc(C)cc2C)c(N)c1S(=O)(=O)c1ccccc1
 : -25% | 16% | 14%[57 µM] | -7% | 1%[57.1 µM] | -5% | i | 3 | 21%[57.1 µM]
> Cc1cc(=O)c2n(Cc3ccc(Cl)cc3)nc[n+]2[nH]1
 : -3% | 0% | 48% | 4% | -1% | -3% | 0% | 0 | -33%
> COc1ccc(S(=O)(=O)NCCc2csc(-c3cccnc3)n2)cc1
 : -8% | 5% | 53%[activator] | 23% | -1%[57.1 µM] | 0% | -11% | -4 | 7%[57.1 µM]
> CCN1c2ccccc2-c2nc3ccccc3n2C1c1ccncc1 (centres undefined)
 : -19% | -4% | 37%[activator] | -4% | 12% | 5% | -3% | -4 | -4%
> Cc1ccc(-c2nnn(CC(=O)N(c3cccc(O)c3)C(C(=O)NC(C)(C)C)c3cccs3)n2)o1 (centres undefined)
 : -5% | 39%[activator] | 5% | 1% | -7% | 11% | -2% | -5 | 0%
> O=C(Cc1ccccc1[N+](=O)[O-])OCN1C(=O)c2ccccc2C1=O
 : -9% | 1% | 42%[activator] | -4% | -2% | -3% | -8% | 1 | 20%
> Nc1nonc1-n1nnc(C(=O)N/N=C/c2ccncc2)c1CSc1ccccc1
 : -12% | -1% | 44%[activator] | 22% | -4% | -13% | -2% | 1 | 16%
> CC1CCCN(S(=O)(=O)c2ccc(NC(=O)CNC3CCCC3)cc2)C1 (centres undefined)
 : -3% | 4% | 24%[57 µM] | 8% | -1% | -2% | -9% | 3 | 20%
> CCCCN(CC(=O)NCc1ccc(Cl)cc1)S(=O)(=O)c1ccc2c(c1)OCCO2
 : -16% | 4% | 40%[activator] | -1% | -5% | -7% | 7% | -2 | 5%
> COCCn1c(SCC(=O)N2CCCc3ccccc32)nc2cccnc21
 : 4% | 2% | 30% | 2% | -4% | 9% | 4% | 3 | u
> O=C(CNc1ccccc1)c1ccc([N+](=O)[O-])cc1
 : -8% | 1% | -17% | -4% | -14% | 16% | -3% | 3 | u
> CC(C)(C)C(=O)Nc1cccc(-c2cc(-c3c(Cl)cccc3Cl)no2)c1
 : -11% | 6% | 30% | 3% | 5%[57.1 µM] | 2% | 2% | 3 | 26%[57.1 µM]
> COc1ccc(N(CC(=O)Nc2ccccc2C(=O)NCCc2ccccc2)S(C)(=O)=O)cc1OC
 : -12% | -1% | 16% | 6% | 4% | -1% | -7% | 0 | 16%
> O=C1C(=O)N(c2ccccc2)C(c2ccccc2)C1c1ccccc1 (centres undefined)
 : -8% | 3% | 0% | 3% | 9%[57.1 µM] | 11% | i | 0 | -2%[11.4 µM]
> O=C(Nc1ccc(S(=O)(=O)NC2=NCCCCC2)cc1)c1cc(F)c(F)cc1Cl
 : -12% | -2% | -5% | 1% | -6% | 4% | -2% | 2 | -9%
> CC(C)COC(=O)CCNc1n[nH]c(=O)[nH]c1=O
 : -5% | -3% | 21% | 7% | 5% | 14% | 12% | -3 | 7%
> O=C(COC(=O)c1nn(CCO)c(=O)c2ccccc12)Nc1ccc(Cl)c(Cl)c1
 : -11% | 8% | 18% | -7% | -4% | -5% | i | 6 | 26%
> Cc1cc(C)cc(NC(=O)CN(C)CC(=O)N(CC(C)C)c2c(N)n(CC(C)C)c(=O)[nH]c2=O)c1
 : -25% | -1% | 36% | -2% | 0% | 2% | -8% | -3 | 8%

Bioassay records (PubChem BioAssay)
